Bioassay records: PubChem, National Center for Advancing Translational Sciences (NCATS)
PLK1 PBD block: PLK1 (human) polo-box domain binding inhibition; Plk1 PBD binding of FITC phosphopeptide, fluorescence polarization; 360,000 compounds, 2.8% hits; Potency, µM, inactives show max response, negative = inhibition, usual class: inhibitors; also: potency is read from the fitted curve at half-maximal effect; series mostly up to about 57 µM; % is scaled to controls: 0 for no effect and ±100 for the full control effect; nearly all actives have a fitted effect of over 65% in size
Abeta rescue: restores growth of yeast expressing A-beta42 peptide. AID 1347071. yeast expressing A-beta42, growth rescue, OD600, 48 h; response scale: 0% DMSO, 100% iron-clioquinol control. Potency, µM (top dose mostly 46.1 µM), for inactives: at the top dose growth rescue, most hits filed as activators. 410,000 compounds, 0.063% hits; also: potency is read from the fitted curve at half-maximal effect; nearly all actives have a fitted effect of over 55% in size
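Growth rescue measured by 600 nm absorbance after 48 h yeast culture at 30 C with compound. Values normalized between DMSO and an equimolar ferric chloride plus clioquinol control.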
WRN helicase inh: inhibitors of human WRN helicase | Potency, µM (top dose mostly 114 µM), for the others: at the top dose activity change, negative = inhibition, actives largely listed as inhibitors | WRN helicase unwinding, fluorescent forked duplex, kinetic | Q14191 | 360,000 compounds, 0.46% hits | AID 651768; also: potency is read from the fitted curve at half-maximal effect; % is scaled to controls: 0 for no effect and ±100 for the full control effect; nearly all actives have a fitted effect of over 55% in size
Target sequence (Q14191 whole entry, looked up): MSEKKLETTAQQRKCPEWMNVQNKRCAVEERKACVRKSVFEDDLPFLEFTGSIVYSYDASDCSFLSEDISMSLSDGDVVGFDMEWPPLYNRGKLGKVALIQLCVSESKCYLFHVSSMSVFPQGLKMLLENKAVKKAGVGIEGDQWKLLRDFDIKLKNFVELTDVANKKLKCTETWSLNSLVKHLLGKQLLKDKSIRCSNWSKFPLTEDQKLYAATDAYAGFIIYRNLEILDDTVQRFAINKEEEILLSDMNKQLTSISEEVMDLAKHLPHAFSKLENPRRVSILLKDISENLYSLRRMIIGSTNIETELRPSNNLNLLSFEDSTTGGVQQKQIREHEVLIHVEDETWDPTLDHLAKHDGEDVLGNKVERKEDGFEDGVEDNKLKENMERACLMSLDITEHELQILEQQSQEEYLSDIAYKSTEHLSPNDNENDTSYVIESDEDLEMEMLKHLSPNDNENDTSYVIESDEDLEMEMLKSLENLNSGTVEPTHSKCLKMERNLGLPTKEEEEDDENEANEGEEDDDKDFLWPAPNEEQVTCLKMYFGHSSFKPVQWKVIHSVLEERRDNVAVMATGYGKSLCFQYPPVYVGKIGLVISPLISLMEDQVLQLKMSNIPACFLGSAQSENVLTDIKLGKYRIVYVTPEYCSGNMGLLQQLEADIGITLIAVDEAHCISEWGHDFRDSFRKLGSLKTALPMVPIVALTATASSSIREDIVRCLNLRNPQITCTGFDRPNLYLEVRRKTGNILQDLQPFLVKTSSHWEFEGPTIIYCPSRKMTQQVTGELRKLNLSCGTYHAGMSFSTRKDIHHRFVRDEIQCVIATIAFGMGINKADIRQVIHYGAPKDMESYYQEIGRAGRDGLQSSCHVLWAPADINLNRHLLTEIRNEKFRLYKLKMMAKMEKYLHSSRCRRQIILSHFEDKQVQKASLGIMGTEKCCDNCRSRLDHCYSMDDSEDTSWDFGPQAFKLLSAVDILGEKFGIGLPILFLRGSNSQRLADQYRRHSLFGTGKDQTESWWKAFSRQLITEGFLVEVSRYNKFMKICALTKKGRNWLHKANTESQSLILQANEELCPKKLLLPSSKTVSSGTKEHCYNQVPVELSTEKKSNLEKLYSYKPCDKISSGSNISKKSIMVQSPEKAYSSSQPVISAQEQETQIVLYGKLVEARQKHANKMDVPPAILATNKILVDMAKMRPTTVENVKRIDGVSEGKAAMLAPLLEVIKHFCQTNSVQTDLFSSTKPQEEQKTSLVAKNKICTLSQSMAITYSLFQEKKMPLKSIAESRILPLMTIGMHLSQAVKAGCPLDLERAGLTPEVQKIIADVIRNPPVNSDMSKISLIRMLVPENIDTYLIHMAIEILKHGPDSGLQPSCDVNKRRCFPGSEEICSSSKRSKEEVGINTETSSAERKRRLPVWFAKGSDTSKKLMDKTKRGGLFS
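WRN at 20 nM final preincubated with compound 15 min at room temperature; reaction started with 100 nM fluorophore/quencher forked duplex oligonucleotide and 2 mM ATP final. Unwinding followed kinetically by red fluorescence (ex 525, em 598 nm).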
EPAC1 antagonist: blocks human EPAC1 exchange factor. EPAC1 GEF assay, Rap1b-BODIPY-GDP exchange fluorescence. Potency, µM (doses to about 115 µM), for the others: top-dose activity change, negative = inhibition, actives largely listed as inhibitors. 360,000 compounds, 0.14% hits;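 also: potency is read from the fitted curve at half-maximal effect; plate controls were vehicle for no effect and positive control for full effect; nearly all actives have a fitted effect of over 50% in size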
FUS yeast rescue: rescues growth of FUS-expressing yeast | S. cerevisiae FUS-expressing, growth rescue, OD600, 24 h | Potency, µM (highest dose often 76.6 µM), inactives show top-dose growth rescue (activation), usual class: activators | 390,000 compounds, 0.24% hits | AID 1347120;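 also: potency is read from the fitted curve at half-maximal effect; plate controls were DMSO vehicle for no effect and reference control for full effect; nearly all actives have a fitted effect of over 55% in size; some results filed as inactive show a strong effect at the top dose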
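S. cerevisiae expressing FUS from galactose induction served as the toxicity model. Growth after 24hr at 30C, read as absorbance at 600 nm, indicates suppression of toxicity; compounds dosed at several concentrations.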
IL-2 act: activates IL-2 in a cell-based reporter assay | 360,000 compounds, 0.065% hits | AID 652025 | activation, % (series mostly up to about 46 µM) | IL-2 activation reporter assay, cell-based qHTS; stimulated with anti-CD3/CD4/CD28 beads; in transgenic mouse T cells; in the data active = activation above about 50%; inconclusive = mostly about 30% to 49%; also: 0% is about no effect
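Screening format: compound pinned onto unstimulated transgenic mouse T cells, 60 min incubation, then anti-CD3/anti-CD4/anti-CD28 bead stimulation for 18 hours at 37 degrees C, followed by EGFP and DsRed detection.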
EPAC1 agonist: activates human EPAC1 exchange factor; EPAC1 agonist qHTS, biochemical assay; response scale: 100% = response to 6.5 mM cAMP; Potency, µM (series often up to 154 µM), for the others: at the top dose activation, actives largely listed as activators; 360,000 compounds, 0.073% hits; AID 720707; also: potency is read from the fitted curve at half-maximal effect; nearly all actives have a fitted effect of over 60% in size
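Multi-concentration qHTS readout: loss of Rap1B-bound BODIPY-GDP fluorescence driven by 100 nM EPAC1 with excess GDP (50 uM), monitored kinetically at room temperature; agonist response expressed relative to 6.5 mM cAMP.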
PI5P4K alpha inh: inhibitors of human PI5P4K alpha | AID 652105 | max response, % | 330,000 compounds, 1.2% hits | PI5P4Kalpha enzyme, ADP-Glo luminescence, 60 min; stronger effect = lower value | P48426; active = max response of -50% or lower; inconclusive = between -30% and -50%; inactive = -30% or higher; also: value at the top dose of about 77 µM; % is scaled to controls: 0 for no effect and ±100 for the full control effect
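Reactions run in 0.038 M HEPES pH 7.4, 0.28 mM EGTA, 0.1% CHAPS and 5% DMSO, with PI5P4Kalpha, substrate, compound and 5 microM ATP final, one hour at room temperature. Readout is ADP-Glo luminescence.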
The depositor's hits bear a star; ? = inconclusive; . = no result given; [ ] = remark or other dose. Unless noted, calls follow the shape of the dose curve; as a rule, active = well fitted curve in the direction sought with a large enough effect; inconclusive = small, poorly fitted or top-dose-only effect, or another doubt; inactive = no such curve, though single readings can be large; an effect the other way counts as inactive or inconclusive. Rows were taken by chance. About 4.1% of those tested had a hit in this group.

SMILES | PLK1 PBD block | Abeta rescue | WRN helicase inh | EPAC1 antagonist | FUS yeast rescue | IL-2 act | EPAC1 agonist | PI5P4K alpha inh
Cc1ccccc1C(=O)NCCCc1ccccc1 | 0.4% | -1.8% | -12.5% | 3.1% | 13.4% | 0.6 | 7.2% | 5.6
Cc1cc(-c2ccccc2C(=O)Nc2ccccc2O)on1 | -3.1% | -3.1% | -3.7% | -0.9% | 20.4% | -0.5 | 3.2% | 4.5
COc1cccc(C(O)c2ncc(-c3cccc(F)c3)[nH]2)c1 (centres undefined) | -5.0% | 0.1% | -2.1% | -8.7% | -17.5% | -0.3 | -3.6% | -1.1
CCOC(=O)C(=CNNc1ccsc1C(=O)OC)C(=O)OCC | -5.4% | 18.2% | 0.4% | -4.1% | 7.2% | -1.2 | -0.5% | -1.2
O=C(Nc1ccccc1Cl)c1csc(-c2cccnc2)n1 | -4.9% | -11.2% | -12.5% | -17.5% | 29.0% | -0.2 | 6.4% | 1.1
Cc1ccc(C(=O)N/N=C/c2ccc3c(c2)OCO3)o1 | 1.7% | -14.0% | 2.9% | 19.6% | 25.0% | 0.0 | 9.6% | -2.4
CCCCn1c(N)c(N(CCC(C)C)C(=O)Cc2ccc(S(=O)(=O)N3CCOCC3)s2)c(=O)[nH]c1=O | -4.8% | -1.6% | -11.3% | 1.4% | 38.6% | 0.3 | ? | -5.5
COc1ccc(Cl)cc1N1C(=NC(=O)C2CCCO2)SC2CS(=O)(=O)CC21 (centres undefined) | -3.0% | -8.6% | 7.0% | 0.4% | 6.7% | -2.3 | -11.8% | -5.4
CCN(CC)S(=O)(=O)c1ccc2oc(SCC(=O)Nc3cc(C)on3)nc2c1 | 5.97µM* | 1.1% | -21.1% | -2.3% | . | -0.4 | 3.9% | -26.2
CCCCOC(=O)CSC1=C(C#N)C(c2ccccc2OC)C(C#N)C(=O)N1 (centres undefined) | -12.8% | -0.9% | -28.4% | 5.7% | 18.5% | -0.4 | 0.8% | 4.4
COc1cc(NC(=O)CCCn2c(=O)oc3ccccc32)cc(OC)c1 | -8.8% | 9.9% | 12.5% | 8.7% | 13.6% | 0.1 | 3.8% | 1.0
Cc1cc(=O)oc2c(O)c(O)ccc12 | ? | -18.3% | -0.9% | 13.7% | -14.2% | -0.2 | -21.0% | -1.9
COc1cc(-c2coc3c(C(=O)NCc4cccc(Cl)c4)cccc23)ccc1O | 3.3% | 8.7% | -2.7% | 2.5% | ? | -1.0 | -7.8% | 4.3
Cc1ccc(NC(=O)C2CCN(C(=O)c3ccco3)CC2)cc1 | -1.0% | -10.6% | -4.1% | -1.0% | -1.8% | 1.4 | 1.8% | -8.9
CCN1C(=O)S/C(=C/c2cn(C)c3ccccc23)C1=O | 1.5% | -10.0% | 3.8% | -10.5% | -20.6% | -4.6 | -2.7% | 0.1
COc1cc(/C=N/n2nnnc2N)cc(OC)c1OC | 3.6% | -6.8% | 0.1% | -1.0% | 11.6% | -0.2 | -8.7% | 5.9
CC(C)(C)c1ccc(C(=O)NC(=S)NNC(=O)COc2ccccc2)cc1 | ? | -74.4%[inhibitor] | 0.9% | 3.7% | 23.7% | 2.5 | 0.7% | ?
COc1ccc(NC(=O)CCc2c(C)nn(-c3ccc(N4CCOCC4)nn3)c2C)cc1 | -17.7% | 3.8% | -3.1% | 8.9% | 2.4% | -2.5 | -0.4% | 2.5
CCCNC(=O)C1(C)CCN(C(=O)c2ccc(OC(F)F)cc2)C1 (centres undefined) | -9.6% | -6.6% | -4.7% | -10.2% | -12.3% | -0.5 | -6.9% | -3.0
CCCCCCCN1C/C=C\C(c2ccc(OC)cc2)N(Cc2ccc(F)cc2)C(=O)[C@H]1Cc1ccccc1 (some centres undefined) | -14.4% | 19.3% | -2.0% | -4.7% | -2.8% | -0.9 | -5.1% | 19.1
C/C(N)=C(/C#N)C(=O)CN1CCCCC1 | -6.5% | 1.8% | -12.4% | -14.4% | 43.5% | 6.5 | 5.3% | 1.0
NC(=O)c1ccsc1NC(=O)CSc1nnc(Nc2ccccc2)s1 | -16.4% | 12.5% | -13.9% | -8.7% | 11.7% | 1.7 | -0.1% | ?
O=C(CCC(=O)Nc1cccc(Cl)c1)N/N=C/c1cc([N+](=O)[O-])ccc1O | -11.3% | -21.4% | -20.6% | -22.3% | 11.0% | 2.2 | -9.2% | 0.5
COC(C(=O)N/N=C(\C)c1ccc(O)cc1)c1ccccc1 (centres undefined) | -4.1% | -3.5% | 7.4% | -0.6% | 3.1% | 1.2 | -4.6% | -5.0
Clc1ccc(Sc2ccc(/C=N/n3cnnc3)o2)cc1 | -18.4% | -11.3% | -9.9% | -8.3% | -8.4% | 0.6 | 6.5% | 1.9
O=C1Nc2ccc(S(=O)(=O)NCCC3=CCCCC3)c3cccc1c23 | -5.7% | 17.9% | -6.8% | 7.6% | -4.1% | 0.5 | -12.0% | 1.0
O=C(c1[nH]c(C(F)(F)F)nc1-c1ccccc1)N1CCC2(CC1)C(=O)NCN2c1ccccc1 | -6.7% | -7.9% | -3.5% | 9.8% | 2.3% | -0.5 | 1.3% | -0.1
Cc1cccc(OCCN2C(=O)c3ccccc3C2=O)c1 | 3.5% | -17.6% | -0.3% | 2.5% | -27.2% | -0.4 | -8.5% | -0.5
CC(CCN1CCN=C1Nc1ccccc1)c1ccccc1 (centres undefined) | -12.7% | -10.9% | 9.0% | -3.5% | -12.8% | -3.5 | 0.5% | -3.0
CCc1ccccc1NC(=S)/N=C(\N)Nc1nc(C)c2cc(C)ccc2n1 | -19.5% | 2.2% | 41.9%[activator] | -6.5% | . | -5.1 | 14.9% | 10.9
O=C(C1CC1)N1CCC(c2nc(-c3ccc(S(=O)(=O)N4CCCC4)cc3)no2)CC1 | -3.8% | 9.6% | 2.5% | 0.4% | 18.0% | -1.3 | -4.2% | .
CCS(=O)(=O)Nc1cccc(-c2ccc3nnc(-c4cccnc4)n3n2)c1 | 2.0% | 0.5% | -14.6%[57.1 µM] | 8.3% | 15.0% | -2.2 | 3.6% | -7.1
COc1ccc(-c2nn(C)c(=O)c3ccccc23)cc1NC(=O)COc1ccccc1 | -7.4% | 4.8% | -8.3% | -1.2% | 21.0% | -3.8 | 11.8% | 2.0
CC(=O)N1N=C(c2ccncc2)CC1c1ccccc1O (centres undefined) | -12.9% | 1.5% | -2.4%[57.1 µM] | 4.3% | -15.9% | 1.3 | -0.6% | 1.8
COc1ccccc1C(=O)N1CCN(C(=O)[C@H]2O[C@@H](n3cnc4c(N)ncnc43)[C@H](O)[C@@H]2O)CC1 | -0.3% | -1.8% | -0.7% | 12.8% | -19.4% | 0.8 | -10.8% | 2.1
CC(C)NC(=O)C(C)Oc1ccc(S(=O)(=O)NCc2ccc3c(c2)OCO3)cc1 (centres undefined) | -2.7% | 3.2% | 3.8% | -13.3% | 17.2% | -0.5 | -4.7% | 2.7

Records listed so far marked active in PLK1 PBD block:
SMILES	PLK1 PBD block	WRN helicase inh	EPAC1 antagonist	IL-2 act	EPAC1 agonist	PI5P4K alpha inh
CCN(CC)S(=O)(=O)c1ccc2oc(SCC(=O)Nc3cc(C)on3)nc2c1	5.97µM*	-21.1%	-2.3%	-0.4	3.9%	-26.2

Next entries follow:
SMILES | PLK1 PBD block | Abeta rescue | WRN helicase inh | EPAC1 antagonist | FUS yeast rescue | IL-2 act | EPAC1 agonist | PI5P4K alpha inh
Cc1ccc(NC(=O)CCC(=O)N2CCC(C)CC2)c([N+](=O)[O-])c1 | -5.1% | -1.8% | -3.1% | -12.4% | 5.1% | -2.3 | 7.7% | -1.0
CN1CCN(c2ccc(NC(=O)c3ccc4ccccc4c3)cc2)CC1 | -12.4% | -6.9% | 8.5% | -36.1% | 8.4% | -1.7 | -7.0% | -16.6
CCC/C=C/c1ccc(CN2C(C(C)C)C(=O)N(Cc3cn(Cc4ccco4)nn3)CCS2(=O)=O)cc1 (centres undefined) | 6.3% | 0.2% | -9.6% | -18.6% | ? | -5.1 | -22.7% | -13.0
Cc1ccc2[nH]c3c(=O)n(CCN4CCOCC4)cnc3c2c1 | -0.2% | 11.1% | 5.7% | 10.2% | -11.1% | -0.1 | -2.1% | 0.0
O=C(O)c1ccc(N/N=C/c2ccnc3ccccc23)cc1 | -18.4% | 0.3% | -18.0% | -20.0% | 18.9% | -0.5 | 5.5% | -8.1
C=CCn1c(=O)c(C(=O)NCc2ccccc2)c(O)c2ccccc21 | 3.4% | -40.8%[inhibitor] | 6.4% | -6.9% | 28.9% | 0.9 | 10.5% | 18.1
COc1ccc(C/C(C)=N/NC(=O)c2ccc(Cl)cc2)cc1 | 2.9% | -6.0% | -3.3% | -13.8% | -3.7% | -6.0 | -5.4% | 2.1
Cc1nnc(NC(=O)c2ccc(S(=O)(=O)N3CCOCC3)cc2)s1 | -9.7% | -3.4% | -6.2% | -20.3% | -1.4% | -2.1 | 8.4% | 3.1
Cc1cc(C)cc(NC(=O)N2CCCCCCC2)c1 | -2.8% | -22.0% | -7.1% | 8.9% | 18.3% | -4.1 | -9.2% | 3.3
CCN(CC)S(=O)(=O)c1cccc(C(=O)Nc2ccc(S(=O)(=O)NC3=NCCCCC3)cc2)c1 | -7.5% | 10.6% | -16.5% | ? | 23.1% | -0.1 | 17.0% | -4.5
C=CCn1c(COc2ccccc2)nnc1SCC(=O)NCC(=O)OCC | -2.4% | -6.2% | 4.1% | -5.1% | 2.3% | 1.4 | -4.8% | -0.4
CC1CCc2cc(F)ccc2N1C(=O)CSc1nnc2c(n1)[nH]c1ccc(F)cc12 (centres undefined) | -7.4% | 3.4% | ? | 1.2% | 0.2% | -0.1 | -6.2% | .
COc1ccc(Cc2nc(-c3cccs3)no2)cc1OC | -16.8% | 6.0% | -5.9% | -7.7% | 10.5% | -0.7 | -5.5% | 0.6
CN(C)S(=O)(=O)c1ccc(C(=O)NCCc2ccco2)cc1 | -2.8% | -4.3% | 4.7%[11.6 µM] | 7.7% | 29.6% | -1.6 | 2.9% | -14.0
C=CCOC(=O)CCP(=O)(CCC(=O)OCC=C)c1ccccc1 | 0.1% | 16.5% | -3.9% | 4.4% | -14.8% | -0.5 | 16.0% | -6.4
